Screens: PubChem BioAssay, National Center for Advancing Translational Sciences (NCATS)
IL2 activator = activates IL-2 in a cell-based reporter assay. IL-2 activation reporter assay, cell-based qHTS; stimulated with anti-CD3/CD4/CD28 beads; in transgenic mouse T cells. activation, % (series mostly up to about 46 µM). actives 0.065% (n = 360,000); in the data active means activation above about 50%; inconclusive means mostly about 30% to 49%; further: 0% is about no effect
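First, unstimulated transgenic mouse T cells were exposed to compound for 60 min. Next, anti-CD3/anti-CD4-coated beads with anti-CD28 were added. Finally, after 18 h at 37 degrees C, EGFP and DsRed were imaged.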
Abeta yeast res = compounds reversing amyloid beta toxicity in yeast. actives 0.063% (n = 410,000). yeast expressing A-beta42, growth rescue, OD600, 48 h; response scale: 0% DMSO, 100% iron-clioquinol control. Potency, µM (series often up to 46.1 µM), inactives show at the top dose growth rescue, hits mostly activators; further: potency means the concentration at half of the fitted maximal effect; nearly all actives have a fitted effect of over 55% in size
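Growth rescue measured by 600 nm absorbance after 48 h yeast culture at 30 C with compound. Values normalized between DMSO and an equimolar ferric chloride plus clioquinol control.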
EPAC1 antag = antagonists of human EPAC1; O95398; EPAC1 GEF assay, Rap1b-BODIPY-GDP exchange fluorescence; Potency, µM (highest dose often 115 µM), without a hit: at the highest dose activity change, negative = inhibition, hits mostly inhibitors; actives 0.14% (n = 360,000);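 further: potency means the concentration at half of the fitted maximal effect; plate controls were vehicle for no effect and positive control for full effect; nearly all actives have a fitted effect of over 50% in size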
PI5P4K alpha inh = inhibitors of human PI5P4K alpha; P48426; PI5P4Kalpha enzyme, ADP-Glo luminescence, 60 min; hits give low values; max response, %; actives 1.2% (n = 330,000); AID 652105; active means max response of -50% or lower; inconclusive means between -30% and -50%; inactive means -30% or higher; further: value at the top dose of about 77 µM; on the % scale 0 is the no-effect control and ±100 the full control effect
Target sequence (P48426 whole entry, looked up): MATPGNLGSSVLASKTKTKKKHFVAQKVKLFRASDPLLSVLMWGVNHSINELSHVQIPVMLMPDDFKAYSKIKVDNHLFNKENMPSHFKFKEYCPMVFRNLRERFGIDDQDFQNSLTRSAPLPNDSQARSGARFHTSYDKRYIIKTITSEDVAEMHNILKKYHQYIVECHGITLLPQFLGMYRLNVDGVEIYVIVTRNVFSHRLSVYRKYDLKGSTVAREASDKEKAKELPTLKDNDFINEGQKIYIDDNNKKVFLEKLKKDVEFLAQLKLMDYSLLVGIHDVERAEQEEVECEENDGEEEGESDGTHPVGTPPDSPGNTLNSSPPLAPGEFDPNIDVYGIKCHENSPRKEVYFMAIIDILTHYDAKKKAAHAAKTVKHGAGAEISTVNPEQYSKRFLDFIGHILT
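ADP-Glo luminescence end-point after a 60 min room-temperature kinase reaction. PI5P4Kalpha and substrate in HEPES pH 7.4 buffer with EGTA, 0.1% CHAPS and 5% DMSO; ATP at 5 microM final.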
FUS yeast rescue = suppressors of FUS proteinopathy in yeast | S. cerevisiae FUS-expressing, growth rescue, OD600, 24 h | Potency, µM (doses to about 76.6 µM), without a hit: at the top dose growth rescue (activation), actives largely listed as activators | actives 0.24% (n = 390,000) | AID 1347120;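 further: potency means the concentration at half of the fitted maximal effect; plate controls were DMSO vehicle for no effect and reference control for full effect; nearly all actives have a fitted effect of over 55% in size; some results filed as inactive show a strong effect at the top dose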
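S. cerevisiae expressing FUS from galactose induction served as the toxicity model. Growth after 24hr at 30C, read as absorbance at 600 nm, indicates suppression of toxicity; compounds dosed at several concentrations.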
WRN inhibitor = WRN helicase (human) inhibition; Q14191; WRN helicase unwinding, fluorescent forked duplex, kinetic; Potency, µM (highest dose often 114 µM), for the others: at the top dose activity change, negative = inhibition, hits mostly inhibitors; actives 0.46% (n = 360,000); further: potency means the concentration at half of the fitted maximal effect; on the % scale 0 is the no-effect control and ±100 the full control effect; nearly all actives have a fitted effect of over 55% in size
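WRN at 20 nM final preincubated with compound 15 min at room temperature; reaction started with 100 nM fluorophore/quencher forked duplex oligonucleotide and 2 mM ATP final. Unwinding followed kinetically by red fluorescence (ex 525, em 598 nm).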
PLK1 PBD block = inhibitors of human PLK1 polo-box domain binding. actives 2.8% (n = 360,000). Potency, µM, for inactives: max response, negative = inhibition, hits mostly inhibitors. Plk1 PBD binding of FITC phosphopeptide, fluorescence polarization. AID 720504. P53350; further: potency means the concentration at half of the fitted maximal effect; series mostly up to about 57 µM; on the % scale 0 is the no-effect control and ±100 the full control effect; nearly all actives have a fitted effect of over 65% in size
Target sequence (P53350 whole entry, looked up, the tested form may be a part): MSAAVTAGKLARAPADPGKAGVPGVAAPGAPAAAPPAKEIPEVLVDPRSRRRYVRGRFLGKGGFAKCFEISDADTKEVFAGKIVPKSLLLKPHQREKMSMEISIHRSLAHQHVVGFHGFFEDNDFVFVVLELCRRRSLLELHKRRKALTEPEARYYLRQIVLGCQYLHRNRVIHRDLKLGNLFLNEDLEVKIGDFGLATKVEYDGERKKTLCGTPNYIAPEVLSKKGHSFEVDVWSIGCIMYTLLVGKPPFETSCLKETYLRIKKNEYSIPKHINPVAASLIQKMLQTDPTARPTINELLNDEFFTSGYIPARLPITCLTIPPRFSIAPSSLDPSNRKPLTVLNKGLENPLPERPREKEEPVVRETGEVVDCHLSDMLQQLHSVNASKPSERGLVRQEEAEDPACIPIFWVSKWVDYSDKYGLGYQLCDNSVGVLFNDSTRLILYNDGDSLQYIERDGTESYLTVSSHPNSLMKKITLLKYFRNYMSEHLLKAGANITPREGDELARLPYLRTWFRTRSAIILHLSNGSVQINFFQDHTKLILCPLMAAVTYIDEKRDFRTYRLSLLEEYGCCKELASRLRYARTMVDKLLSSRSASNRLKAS
EPAC1 ag = agonists of human EPAC1; Potency, µM (titrated, usually from 154 µM), for inactives: at the top dose activation, actives largely listed as activators; EPAC1 agonist qHTS, biochemical assay; response scale: 100% = response to 6.5 mM cAMP; actives 0.073% (n = 360,000); O95398; further: potency means the concentration at half of the fitted maximal effect; nearly all actives have a fitted effect of over 60% in size
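Nucleotide exchange assay: 100 nM EPAC1 with 250 nM Rap1B loaded with BODIPY-GDP and 50 uM GDP, room temperature. Fluorescence (480/540 nm) read every 5 min for 30 min; signal change normalized to 6.5 mM cAMP as full agonist.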
Active calls of the source: *; ? = inconclusive; . = not tested or not shown; [ ] = another dose, or the depositor's remark. Unless noted, the call rests on the fitted dose curve; in most records, active means well fitted curve in the direction sought with a large enough effect; inconclusive means small, poorly fitted or top-dose-only effect, or another doubt; inactive means no such curve, though single readings can be large; an effect the other way counts as inactive or inconclusive.

Each structure is followed by: IL2 activator | Abeta yeast res | EPAC1 antag | PI5P4K alpha inh | FUS yeast rescue | WRN inhibitor | PLK1 PBD block | EPAC1 ag
- O=C(c1ccco1)N1CCN(C(=O)C2CC(c3ccc(Cl)cc3)=NO2)CC1 (stereo not given)
  2.3 | 11.7% | 0.0% | 0.7 | 11.4% | -0.2% | -1.3% | 0.0%
- CCOC(=O)c1cnc2ccc(C)cc2c1OCc1cc(F)cc(F)c1
  1.9 | 8.5% | 9.4% | -1.2 | 3.5% | 3.3% | -1.0% | 0.3%
- C[C@@H](O)CC#Cc1ccc2oc(=O)c(-n3cc(-c4ccsc4)nn3)cc2c1
  0.0 | -3.2% | -12.4% | -22.9 | -3.1% | -11.8% | -17.5% | -18.9%
- CCOc1cc(NC(=S)NCc2ccco2)c(OCC)cc1NC(=O)CC
  1.0 | 24.3% | -0.9% | -2.9 | . | -5.1% | 0.4% | -6.0%
- Cc1ccn2c(=O)nc(SCC(=O)NC3CCCC3)nc2c1
  -0.6 | -1.0% | 7.8% | -11.2 | 17.0% | -4.1%[11.6 µM] | -13.3% | 2.9%
- COCCNC(=O)C(c1ccc(C)o1)N(C(=O)c1snc(C(N)=O)c1N)c1ccc(C)cc1 (stereo not given)
  0.8 | 1.7% | -3.8% | . | -6.8% | -2.4% | -2.4% | -7.6%
- CNS(=O)(=O)c1cn(CC(=O)NCc2ccc(F)cc2)cc1S(=O)(=O)NC
  -0.7 | 3.3% | -5.6% | -0.6 | -25.4% | 6.0% | -4.6% | 10.1%
- COc1cc(=O)[nH]c(SC(C)C(=O)Nc2nc3c(s2)CCCC3)n1 (stereo not given)
  -1.2 | 1.6% | -6.1% | 1.1 | -4.6% | 0.0% | -0.2% | 0.8%
- O=C(NCCN1CCOCC1)c1cc(-c2ccccc2)on1
  -1.2 | 12.1% | 4.1% | . | -12.5% | -3.6% | -2.5% | 4.0%
- Cc1cc(C)c(NC(=O)Cn2nnc(C(=O)NCc3ccco3)c2N)c(C)c1
  -0.2 | 19.3% | -24.4% | 0.8 | -7.2% | 4.0% | -13.6% | 2.6%
- O=C(c1cccs1)n1nc(-c2ccccc2)nc1NCc1ccc(F)cc1
  0.5 | -2.7% | -19.7% | . | 11.7% | -12.4% | -6.2% | 19.2%
- COc1cccc(NC(=O)C2(C)CCN2C(=O)Cc2ccc(C(C)C)cc2)c1 (stereo not given)
  -0.6 | -9.3% | -7.5% | 11.2 | 40.3% | -9.6% | -4.4% | -9.1%
- COC(=O)CSc1nnc(CNC(=O)c2ccc(S(=O)(=O)N3CCOCC3)cc2)n1C
  -3.1 | 0.9% | 12.0% | 2.5 | -15.4% | 12.2% | -14.3% | -7.2%
- c1ccc(-c2nnc(-c3ccccn3)c(-c3ccccn3)n2)nc1
  0.1 | -22.7% | 11.2% | -6.4 | -2.2% | -8.4% | ? | -3.1%
- CCOC(=O)Cc1csc(NC(=O)/C=C/c2ccccc2Cl)n1
  0.3 | 31.4% | -22.8% | -2.5 | -0.3% | -24.2% | 2.3% | -2.8%
- CCN(CC)c1ccc(C(=C2C=CC(=[N+](CC)CC)C=C2)c2ccc(N(CC)CC)cc2)cc1
  -0.5 | -97.7%[inhibitor] | -19.4% | -72.9* | 35.5µM* | -12.8% | 29.9µM* | -3.7%
- O=S(=O)(NCC1CCCO1)c1cccc2nsnc12 (stereo not given)
  -1.1 | -3.8% | 8.1% | . | -5.3% | 6.1% | -0.1% | -5.5%
- Cc1cc(NC(=O)c2ccc(N(C)S(=O)(=O)c3ccccc3)cc2)no1
  -1.2 | 4.4% | 4.1% | . | -15.2% | -16.8% | -0.4% | -6.9%
- O=Cc1[nH]c2ccccc2c1N(C(=O)CCl)c1ccccc1
  5.3 | -4.7% | ? | -19.2 | 9.7% | -6.5% | -21.9% | 1.5%
- CCOC(=O)c1ccc(N2C(=O)CC(N3CCCC(C)C3)C2=O)cc1 (stereo not given)
  -0.2 | -93.5%[inhibitor] | 27.0% | . | 27.5% | 10.0% | -2.8% | -4.1%
- CCCCNC(=O)CC1N=C2c3ccccc3N=C(SCC(=O)Nc3ccccc3C)N2C1=O (stereo not given)
  -2.0 | 7.7% | 6.7% | 14.2 | 15.6% | 1.5% | -1.6% | 0.8%
- COCCCNC(=O)c1cccc(S(=O)(=O)N2CC3(C)CC2CC(C)(C)C3)c1 (stereo not given)
  -1.6 | 4.2% | ? | 1.0 | 1.8% | 1.6% | -5.6% | -8.8%
- COc1cccc(OCCn2cc(/C=N/NC(=O)c3ccncc3)c3ccccc32)c1
  -0.9 | 0.1% | ? | -0.5 | 22.4% | -23.5% | -6.4% | 4.6%
- CCC(NC(=O)c1ccccc1NC(=O)C(C)(C)C)C(=O)N1CC(C)OC(C)C1 (stereo not given)
  0.3 | 5.1% | -17.1% | 0.2 | ? | 3.7% | -12.2% | 9.2%
- O=S(=O)(/C=C/c1ccccc1)N1CCc2ccccc2C1
  -1.6 | -13.4% | 0.8% | 0.2 | -37.6% | -4.4% | 6.1% | 7.6%
- CC(=O)Nc1ccc(-c2ccnc3c2CC(C(=O)Nc2ccccc2)O3)cc1 (stereo not given)
  -0.4 | -4.4% | 1.1% | -14.4 | 11.0% | 1.2%[57.1 µM] | -3.7% | -3.7%
- O=C(CSc1nnnn1-c1ccc2c(c1)CCC2)Nc1ccc2c(c1)OCCO2
  2.1 | 10.5% | -5.8% | . | 11.5% | -24.3% | 0.4% | 25.8%
- O=C(Cn1c(=O)oc2cccnc21)Nc1ccccc1Oc1ccc(Cl)cc1Cl
  0.3 | -0.4% | -16.1% | -0.2 | -1.6% | 5.0% | 7.3% | -1.1%
- O=C(NCc1ccc2c(c1)OCO2)C1CC(=O)N(CCc2ccc(F)cc2)C1 (stereo not given)
  4.2 | -9.5% | -5.6% | -4.3 | 15.9% | -6.0% | -14.0% | 10.9%
- CN1C(C(=O)NCc2cccc(Br)c2)CC2Cn3c(nc4cc5ccccc5cc43)C21 (stereo not given)
  -0.5 | 0.6% | -13.6% | 1.5 | 16.5% | 3.1% | -1.3% | 5.3%
- CC(CCc1ccccc1)NC(=O)CCNC(=O)c1ccccc1Cl (stereo not given)
  0.2 | -9.8% | -28.0% | 1.6 | -3.5% | 6.6% | -4.4% | 2.8%
- COCc1c(C(=O)OCc2nc(N)nc(Nc3ccccc3C)n2)oc2ccccc12
  -2.5 | 9.9% | 6.3% | -0.9 | 34.9% | -4.5% | -6.3% | 2.0%
- COc1ccc(OC)c(C2Nc3ccccc3NC3=C2C(=O)CC(C)(C)C3)c1 (stereo not given)
  2.1 | 3.9% | -3.1% | -0.4 | -12.8% | -1.5% | -3.5% | 7.3%
- CCS(=O)(=O)N1CCC(NC(=O)c2ccco2)CC1
  -0.5 | 1.3% | -0.9% | -2.1 | -10.8% | -3.5% | -7.8% | 0.1%
- Cc1cc(C(C)(C)C)cc(C)c1COC(=O)c1cccnc1
  -0.4 | 17.6% | -11.8% | 22.2 | 22.6% | -9.3% | -3.4% | 5.2%
- N#CCC(=O)N/N=C/c1cc(-c2ccccc2)n(-c2ccc(Cl)cc2)c1-c1ccccc1
  -0.7 | 0.8% | -26.3% | -19.0 | 6.3% | -8.9% | -8.4% | -10.7%
- CC(=O)N1CCN(c2ccc(NC(=O)c3cccc(C)c3)cc2)CC1
  3.5 | 18.4% | -26.9% | -0.1 | 22.5% | -6.7% | -3.0% | 0.9%
- Oc1ccc(/C=N/N=C/c2ccc(O)c(O)c2)cc1O
  0.3 | -12.0% | ? | -7.6 | -9.2% | 0.752µM* | -15.6% | 8.8%
- CCCc1[nH]nc2c1C1(CCN(C(=O)OCc3ccccc3)CC1)C(C#N)=C(N)O2
  -0.7 | 5.1% | 7.7% | . | 16.6% | -11.1% | -6.8% | 1.1%
- COc1ccccc1CCNC(=O)C1CCC(=O)N(Cc2cccc(F)c2)C1 (stereo not given)
  1.1 | -15.0% | 11.3% | 6.6 | ? | -4.1% | 29.9µM* | -5.5%

Entries of single compounds as entered above. Values in the order: IL2 activator, Abeta yeast res, EPAC1 antag, PI5P4K alpha inh, FUS yeast rescue, WRN inhibitor, PLK1 PBD block, EPAC1 ag
COc1ccc(OC)c(C2Nc3ccccc3NC3=C2C(=O)CC(C)(C)C3)c1 (stereo not given) across the screens: 2.1, 3.9%, -3.1%, -0.4, -12.8%, -1.5%, -3.5%, 7.3%
CCCc1[nH]nc2c1C1(CCN(C(=O)OCc3ccccc3)CC1)C(C#N)=C(N)O2 across the screens: -0.7, 5.1%, 7.7%, ., 16.6%, -11.1%, -6.8%, 1.1%
Cc1cc(C(C)(C)C)cc(C)c1COC(=O)c1cccnc1 across the screens: -0.4, 17.6%, -11.8%, 22.2, 22.6%, -9.3%, -3.4%, 5.2%
COCc1c(C(=O)OCc2nc(N)nc(Nc3ccccc3C)n2)oc2ccccc12 across the screens: -2.5, 9.9%, 6.3%, -0.9, 34.9%, -4.5%, -6.3%, 2.0%
N#CCC(=O)N/N=C/c1cc(-c2ccccc2)n(-c2ccc(Cl)cc2)c1-c1ccccc1 across the screens: -0.7, 0.8%, -26.3%, -19.0, 6.3%, -8.9%, -8.4%, -10.7%

The listing continues.
Each structure is followed by: IL2 activator | Abeta yeast res | EPAC1 antag | PI5P4K alpha inh | FUS yeast rescue | WRN inhibitor | PLK1 PBD block | EPAC1 ag
- N#C[C@@H]1N(Cc2ccccc2)C(=O)[C@H]2CC3C=CC21O3 (stereo not given in full)
  0.5 | -3.9% | 7.1% | -0.5 | -29.7% | -7.1% | -1.0% | -0.5%
- COc1ccc(S(=O)(=O)N2CCN(C(=O)c3ccc([N+](=O)[O-])o3)CC2)cc1
  0.0 | -3.8% | 0.5% | -21.6 | -3.1% | -5.2%[11.6 µM] | -3.7% | -0.1%
- COc1ccccc1CCNC(=O)c1cc(C2CC2)nc2c1cnn2C(C)C
  -0.9 | 18.5% | -22.6% | 5.2 | ? | -9.8% | 2.2% | 10.3%
- COc1ccc(C(C)N2CC34C=CC(O3)C(C(=O)O)C4C2=O)cc1 (stereo not given)
  0.6 | 5.1% | 0.3% | -2.4 | 2.5% | 6.2%[57.1 µM] | -8.5% | -2.3%

Random draw from the library, and some 4.1% of all compounds hit somewhere here.
